Screening results deposited in PubChem BioAssay by Broad Institute.
DENV2 CPE: inhibitors of DENV2 cytopathic effect; CPE inhibition, % at 9.99 µM; AID 651640; actives 1.7% (n = 350,000); DENV2-infected cells, cytopathic effect rescue, plate reader; in the data active = CPE inhibition above about 20%, passing the limit was not always enough; inconclusive = no clear call, values can overlap the other calls; tested in BHK-21 cells;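 also: 0% = median of neutral control wells and 100% = median of positive control wells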
EWS-Fli block: blocks EWS/Fli oncoprotein-driven transcription; A673 NR0B1-luciferase reporter, viability-normalised; inhibition, % at 12.6 µM; actives 0.67% (n = 350,000); AID 651661;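 active = mean inhibition of at least 50% after viability correction, with every replicate also passing that limit; inconclusive = mean reaches 50% but only one of two replicates passes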;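 also: firefly luciferase signal divided by Alamar Blue viability fluorescence both relative to DMSO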
FN deposition inh: fibronectin deposition inhibition; AH1F fibroblasts, Alexa488-fibronectin deposition fluorescence, overnight; inhibition, % at 12.6 µM; actives 0.086% (n = 350,000);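 active = mean inhibition across replicates of 30% or more, regardless of how many single replicates reach that level; inconclusive = mean under 30% yet at least half of replicates reach 30%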;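 also: positive control wells lacked labelled fibronectin entirely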
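Assay system: AH1F fibroblasts / Quantity: 10000 cells per well / Medium: DMEM plus 2% serum, read in PBS / Reagent: labelled fibronectin 24 nM / Dosing: single dose, pinned / Times: 1 h cell attachment, overnight exposure to compound and label / Signal: fluorescence, ex 485 nm, em 525 nm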
miR122 inh: blocks miR-122 activity in Huh7 sensor cells; activation (reporter increase), % at 12.5 µM; Huh7 miR-122 Renilla luciferase sensor, 48 h; neutral wells = 0, positive control = 100; actives 0.3% (n = 340,000);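 active = mean replicate activation score at least 90 and every replicate individually at or above 90; inconclusive = only one of the two criteria met; inactive = neither criterion met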;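 also: higher luciferase means less miR-122 activity so hits act as miR-122 inhibitors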
PAX8 inh HTS: inhibitors of PAX8 transcriptional activity in RMG-I cells | actives 1.2% (n = 360,000) | RMG-I TPO-luciferase reporter, SteadyGlo, 24 h | inhibition, % at 12.6 µM;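 active = mean replicate inhibition at least 60% with every replicate also reaching 60%; inconclusive = only one of the two criteria is met; inactive = mean below 60% and not all replicates reaching 60%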;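 also: luciferase light reporting Pax8 driven TPO promoter activity; plate controls were median of neutral control wells for no effect and mitoxantrone controls for full effect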
GSIS activator: primary screen for activators of insulin secretion dependent on glucose, INS-1E cells, GLuc reporter luminescence; INS-1E GLuc reporter insulin secretion, 2-3 h; activation, % at 16.6 µM; actives 0.61% (n = 370,000); AID 743287;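 active = lowest replicate activation of at least 40%, so every replicate reaches that level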;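 also: 0% = median of neutral control wells and 100% = median of IBMX positive control wells; some compounds called inactive have numbers as strong as hits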
F508del corr: CFTR F508del correction in bronchial cells | CFBE cells, YFP halide quenching; stimulated with forskolin plus potentiator P3; % fluorescence drop versus neutral controls | activity (quench increase), % at 7.58 µM | actives 0.36% (n = 350,000);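 active = mean added fluorescence quench of at least 8% versus neutral control, with both replicates also reaching 8%; inconclusive = only one of the mean or replicate conditions met; inactive = mean below 8% and not both replicates reaching 8%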;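 also: cells transiently co-express mutant CFTR-F508del with the halide-sensitive YFP; corrector assay measuring rescue of mutant channel to the surface after 24 h compound exposure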
* marks the source's active call; other numbers are inactive results; ? = inconclusive; · = not tested or not shown; [ ] = dose if it differs, or a comment. Random draw from the library. About 3.9% of those tested had a hit in this group.

SMILES	DENV2 CPE	EWS-Fli block	FN deposition inh	miR122 inh	PAX8 inh HTS	GSIS activator	F508del corr
CCCCOC(=O)/C=C\C(=O)OCCCC	?	8.1	·	-2.8	·	3.3	3.4
CN(Cc1cnc2nc(N)nc(N)c2n1)c1ccc(C(=O)NC(CCC(=O)O)C(=O)O)cc1 (centres undefined)	-4.2	24.8	-7.1	-2.4	6.9	·	-5.0
Cc1ccc(S(=O)(=O)N2CC3(O)CN(C(=O)OC(C)C)N(C(=O)OC(C)C)CC3(OC(=O)NCc3ccco3)C2)cc1 (centres undefined)	-4.1	8.3	-16.9	-7.7	0.3	-27.6	-1.2
COc1cc2c(cc1OC)C(=O)Cc1ccc3c(c1CN(C)CC2)OCO3	-3.0	10.6	·	-3.8	·	·	1.7
CCc1[nH]nc2c1C(C1C=CCCC1)C(C#N)=C(N)O2 (centres undefined)	7.9	-2.2	·	·	27.9	-7.5	3.4
CO[C@@H]1CN(C)C(=O)c2ccc(NC(C)=O)cc2OC[C@@H](C)N(C(=O)c2ccc(F)cc2)C[C@@H]1C	2.6	1.3	-3.5	-1.6[16.7 µM]	0.2	-0.5	-0.2
Cc1ccc(S(=O)(=O)N(C)C[C@@H]2Oc3ccc(NC(=O)c4ccncc4)cc3CC(=O)N([C@H](C)CO)C[C@H]2C)cc1	20.7*	4.5	·	-5.3[16.7 µM]	1.8	42.3	-1.4
CC(C)(C)C(=O)Nc1ccc(C(=O)Nc2cccc(Oc3ccc(C(=O)O)c(C(=O)O)c3)c2)cc1	3.4	18.3	-4.6	·	11.6	12.8	-3.0
CCn1c(=O)n(CC)c2cc(S(=O)(=O)Nc3c(C)cccc3C)ccc21	-2.0	10.3	-5.8	11.8	0.5	-7.5	-1.3
CC1(c2ccccc2)NC(=O)N(CC(=O)N2CCN(S(=O)(=O)c3cccs3)CC2)C1=O (centres undefined)	-4.7	0.1	4.9	0.7	0.9	14.9	2.2
O=C(Oc1ccnc2cc(Cl)ccc12)N1CCOCC1	1.7	6.1	·	11.1	·	18.1	0.1
O=[N+]([O-])c1cccc2ncccc12	0.3	7.4	-0.7	3.9	-0.8	6.5	2.1
Cc1cccc(Cc2nnc(CCC(=O)NCc3cnc4ccccn34)o2)c1	5.9	1.5	14.3	·	3.0	2.3	-1.4
CNc1nc(Cl)nc(Nc2ccccc2)n1	-2.3	-48.1	15.0	·	-52.7	8.0	2.5
COC(=O)c1ccc(/C=C/c2c(-c3ccc(OC)cc3)oc3ccccc23)cc1	?	-10.4	-0.6	3.5	-27.9	3.4	-1.2
O=C(Cn1c(=O)oc2ccccc21)Nc1ccccc1C(F)(F)F	-6.0	-2.6	1.7	-12.1	-19.4	8.8	-1.8
O=C(CN1CCN(C(=O)CNC(=O)c2ccc(-c3ccccc3)cc2)CC1)Nc1ccccc1Cl	-8.4	3.6	8.5	6.0	9.9	·	-0.3
C[C@H]1CN([C@@H](C)CO)C(=O)Cc2cc(NC(=O)Cc3ccccc3)ccc2O[C@H]1CN(C)Cc1ccc(C(F)(F)F)cc1	-9.9	·	2.5	-11.2[16.7 µM]	26.7	-18.8	1.6
COc1cccc(CN2CCCCN3[C@@H](CO)[C@@H](c4ccc(C#Cc5cccnc5)cc4)[C@@H]3C2)c1	?	19.6	·	-2.5[16.7 µM]	-1.0	-17.9	-2.0
C[C@@H]1CN([C@H](C)CO)C(=O)c2cc(NC(=O)CCN3CCOCC3)ccc2O[C@H]1CN(C)S(C)(=O)=O	9.4	-4.3	·	-4.7[16.7 µM]	-15.2	3.1	2.1
COc1ccccc1Oc1ccc(-c2cnc3ccccc3n2)cc1[N+](=O)[O-]	-4.7	-20.2	-0.9	-0.8	-11.2	5.2	-0.7
Cc1ccc(S(=O)(=O)/N=C(/Sc2ccccc2C(=O)O)c2ccccc2)cc1	-1.0	-5.3	2.9	·	-17.1	25.5	-1.8
CC1(C)Cc2nc3oc4c(N(CCO)Cc5ccccc5)ncnc4c3cc2CO1	·	·	2.7	1.2	4.9	·	·
CC(C)(C)OC(=O)N[C@@H](Cc1ccccc1)C(=O)NCC1CCC(C(=O)O)CC1 (some centres undefined)	3.4	-3.5	2.1	-1.6	10.4	18.2	-2.3
O=C(O)c1ccc(N=Cc2c(O)ccc3ccccc23)cc1	-0.5	16.2	2.7	22.0	-5.5	7.0	-1.0
C[C@@H]1CN([C@@H](C)CO)C(=O)c2cc(-c3cncnc3)cnc2O[C@@H]1CN(C)C(=O)CN1CCOCC1	15.9	-3.9	-4.0	-0.1[16.7 µM]	-19.4	0.7	-0.4
CC(=O)N(C)C[C@@H]1Oc2cc(-c3cncnc3)ccc2S(=O)(=O)N([C@@H](C)CO)C[C@H]1C	6.0	-13.9	1.0	-2.6[16.7 µM]	·	2.4	-2.7
CC(=O)Nc1cccc(OCCCOc2cccc([N+](=O)[O-])c2)c1	4.8	-16.1	1.2	·	4.4	·	-3.4
CC(C)CC(N)c1csc(Nc2ccc(C(F)(F)F)cn2)n1 (centres undefined)	?	21.4	1.8	·	19.3	-22.4	3.5
CCOc1cc(CNCc2cccnc2)cc(Br)c1OCC(N)=O	-13.3	9.9	0.8	·	-1.0	1.3	-2.5
O=C(Cn1cnc(S(=O)(=O)N2CCCC2)c1)Nc1cccc(F)c1	-6.9	-6.1	1.1	1.5	-4.0	-2.6	-3.0
CCOC(=O)CN(C(=O)CN1CCC(n2nnc3cc(C)ccc32)CC1)c1ccccc1	·	·	-2.7	-7.7	11.1	·	·
Nc1nc(SCCN2C(=O)c3ccccc3C2=O)n[nH]1	·	·	2.2	-4.7	-14.4	-0.5	·
CCCC#Cc1cnc2c(c1)C(=O)N([C@@H](C)CO)C[C@@H](C)[C@H](CN(C)C(=O)c1cnccn1)O2	8.1	-6.0	1.6	4.6[16.7 µM]	·	5.1	-2.8
CCCCNC(=O)CN1C(=O)C(CC)Oc2ccc(Cl)cc21 (centres undefined)	·	·	8.6	-3.7	·	14.2	·
CCOC(=O)CC1CCCCN1C(=O)c1ccc2nc(CCOC)oc2c1 (centres undefined)	1.6	·	10.9	1.4	-18.6	20.7	-0.8
CCc1ccc(NS(=O)(=O)c2ccc(OC)c3ncccc23)cc1	-2.2	·	5.6	173.2*	6.2	-1.9	-0.7
C[C@H]1CC[C@]2(O[C@H](CCO)C[C@H](O)[C@H]2O)O1	2.9	-2.8	-1.0	·	1.1	-16.1	2.2
CC1(OC(=O)CCc2ccccc2)C(=O)C=C2C=C(c3ccc(C#N)cc3)N(Cc3ccccc3)C=C2C1=O (centres undefined)	-6.9	0.5	-0.4	0.0	8.6	-2.5	1.8
COc1cc(CNCc2ccc3c(c2)OCO3)c([N+](=O)[O-])cc1OC	-2.5	7.1	2.3	2.6	-13.1	-10.3	2.1
CO[C@@H]1CN(C)C(=O)c2ccc(NC(=O)C3CC3)cc2OC[C@H](C)N(Cc2cc(F)ccc2F)C[C@H]1C	3.3	-4.1	-0.5	·	·	-16.3	2.0
O=[N+]([O-])c1ccccc1C1Nc2cccc3cccc(c23)N1	·	·	-7.4	-9.4	21.5	·	·
CSc1ncnc2c1ncn2CCCNCc1cccc2ccccc12	10.6	5.7	-1.6	-2.7	-24.1	-7.7	-2.8
CSCCC(NC(=O)c1ccccc1Br)C(=O)N1CCC(C)CC1 (centres undefined)	12.9	10.4	0.9	-2.3	-12.8	5.4	-0.4
S=C(Nc1ccc(Cl)cc1)NC1CCCCC1	0.6	-26.4	3.3	19.9	-65.5	-15.9	0.6
CC1CCCC(NC(=O)C2CCN(S(=O)(=O)N3CCCCC3)CC2)C1C (centres undefined)	-6.9	2.2	7.5	·	14.6	4.7	-1.8
COc1ccc(-c2nn3cnnc3s2)cc1OC	·	·	3.3	-6.3	9.6	·	·
O=C(NC1(Cc2ccccc2)CCN(CCc2cccs2)C1=O)c1ccccc1 (centres undefined)	72.0*	0.8	-1.7	14.9	1.1	-23.4	2.4
COC(=O)[C@@H]1C(c2ccccc2)(c2ccccc2)[C@@]1(C)C(=O)OC	-1.4	3.4	3.2	·	-8.5	15.4	·
COc1cc(OC)cc(-c2c(-c3cccs3)c3cc(-c4cnc(OC)nc4)ccc3n2C)c1	-2.1	8.8	3.0	·	44.9	·	-0.9
C[C@H]1CN([C@@H](C)CO)C(=O)c2cc(-c3cncnc3)cnc2O[C@@H]1CN(C)CC1CCCC1	7.9	-9.5	·	·	·	15.0	0.8
CCc1ccc(C2CC(c3cccc(Cl)c3)n3nc(N)nc3N2)cc1 (centres undefined)	-11.9	-8.4	0.1	·	-7.6	3.0	6.3
CC(CC(=O)O)CC(=O)Nc1ccc(Br)cc1 (centres undefined)	-0.8	3.7	-9.4	-15.9	6.0	16.6	-0.7
COC(=O)c1cc(Br)ccc1NC(=O)Nc1ccccc1	-0.9	2.0	-5.8	?	14.4	12.8	1.0
COc1ccc(C(=O)NC(Cc2ccccc2)c2ccc3c(c2)OCCCO3)cc1 (centres undefined)	-9.9	6.2	·	4.2	·	-2.8	-1.9
CCCCCCCCCCCC1N=C(N)NC(CCCO)=C1C(=O)OC (centres undefined)	-9.2	3.0	-3.4	-5.0	7.8	·	-5.2
Cc1nnc(N/N=C/c2ccc(Br)cc2)n1N	3.8	-13.4	-0.4	7.7	-3.0	-6.9	-0.6
CCCCSc1n[nH]c(=S)c2nc[nH]c12	-9.4	3.7	-4.1	-6.1	-21.7	·	2.5
C[C@@H]1CN([C@@H](C)CO)C(=O)c2cccc(NC(=O)C3CCOCC3)c2O[C@H]1CN(C)C(=O)Nc1ccccc1	?	2.6	·	-3.3[16.7 µM]	1.8	17.9	1.5
C[C@H](CO)N1C[C@H](C)[C@H](CN(C)Cc2ccccc2F)Oc2cc(C#CCN(C)C)ccc2S1(=O)=O	5.9	24.6	·	-4.2[16.7 µM]	·	11.3	-0.6

Entries listed above marked active in DENV2 CPE:
Molecule,DENV2 CPE,miR122 inh,GSIS activator,F508del corr
Cc1ccc(S(=O)(=O)N(C)C[C@@H]2Oc3ccc(NC(=O)c4ccncc4)cc3CC(=O)N([C@H](C)CO)C[C@H]2C)cc1,20.7*,-5.3[16.7 µM],42.3,-1.4
O=C(NC1(Cc2ccccc2)CCN(CCc2cccs2)C1=O)c1ccccc1 (centres undefined),72.0*,14.9,-23.4,2.4

2 of the compounds above, in markdown:
| SMILES | DENV2 CPE | EWS-Fli block | FN deposition inh | miR122 inh | PAX8 inh HTS | GSIS activator | F508del corr |
| --- | --- | --- | --- | --- | --- | --- | --- |
| CSCCC(NC(=O)c1ccccc1Br)C(=O)N1CCC(C)CC1 (centres undefined) | 12.9 | 10.4 | 0.9 | -2.3 | -12.8 | 5.4 | -0.4 |
| CCCCCCCCCCCC1N=C(N)NC(CCCO)=C1C(=O)OC (centres undefined) | -9.2 | 3.0 | -3.4 | -5.0 | 7.8 | · | -5.2 |

New compounds follow:
SMILES	DENV2 CPE	EWS-Fli block	FN deposition inh	miR122 inh	PAX8 inh HTS	GSIS activator	F508del corr
Cc1cc(C)cc(NC(=O)CCc2c(C)nn(-c3ccc(N4CCOCC4)nn3)c2C)c1	3.7	·	-3.5	-1.0	-18.8	3.0	-0.6
COC(=O)[C@@]12C[C@@H](CC(=O)NCc3cccc4ccccc34)C(=O)N(Cc3ccccc3)C1=CCC(C)(C)C2	5.5	-1.4	-3.3	·	0.8	·	1.3
COc1ccc2cc(OCC(=O)NNC(=O)Nc3ccc(OC)c(OC)c3)ccc2c1	0.3	-1.7	-1.8	3.1	·	25.9	-3.5
C/C(=N\Nc1nc(N)cc(Cl)n1)c1ccc(Cl)c(Cl)c1	-4.3	-2.6	-4.3	·	-12.8	-39.4	-1.9
O=S(=O)(NCCc1cn2ccccc2n1)c1ccc2c(c1)CCCC2	-3.3	6.8	-0.5	-0.7	-16.7	·	-0.5
